High-throughput results from PubChem BioAssay.
PDI turbidity: inhibitors of human protein disulfide isomerase. inhibition, % at 10 µM. P07237. 0.052% of 350,000 active. PDI insulin aggregation turbidity, A650, 90 min. AID 588391;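 active = mean inhibition across replicates of 30% or more, whatever share of single replicates reach that level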;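 note: absorbance from insulin aggregation driven by PDI reduction with DTT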
H9c2 protect: protects H9c2 cardiomyocytes from peroxide injury | H2O2 injury protection, ATPLite, 2 h | protection from H2O2 cell death, % at 20 µM | 0.63% of 360,000 active | AID 588492;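 active = compounds giving at least 50% protection of heart cells from peroxide-induced death in the single-dose screen, raw or plate-pattern-corrected value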;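 note: 0% = DMSO wells with peroxide and 100% = DMSO wells without peroxide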
ABCB6 inh MLPCN: blocks the human ABCB6 transporter. Q9NP58. K562-ABCB6 porphyrin accumulation, flow cytometry, 1 h; active compounds read low. fluorescence ratio to DMSO, % at 10 µM. 0.19% of 360,000 active;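 active = fluorescence ratio to DMSO below 75%, the collection mean minus 3 SD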;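 note: signal is porphyrin accumulated inside mitochondria; 100% equals median channel fluorescence of DMSO control wells; lower ratio means ABCB6 inhibition with less porphyrin fluorescence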
Target sequence (Q9NP58 whole entry, looked up): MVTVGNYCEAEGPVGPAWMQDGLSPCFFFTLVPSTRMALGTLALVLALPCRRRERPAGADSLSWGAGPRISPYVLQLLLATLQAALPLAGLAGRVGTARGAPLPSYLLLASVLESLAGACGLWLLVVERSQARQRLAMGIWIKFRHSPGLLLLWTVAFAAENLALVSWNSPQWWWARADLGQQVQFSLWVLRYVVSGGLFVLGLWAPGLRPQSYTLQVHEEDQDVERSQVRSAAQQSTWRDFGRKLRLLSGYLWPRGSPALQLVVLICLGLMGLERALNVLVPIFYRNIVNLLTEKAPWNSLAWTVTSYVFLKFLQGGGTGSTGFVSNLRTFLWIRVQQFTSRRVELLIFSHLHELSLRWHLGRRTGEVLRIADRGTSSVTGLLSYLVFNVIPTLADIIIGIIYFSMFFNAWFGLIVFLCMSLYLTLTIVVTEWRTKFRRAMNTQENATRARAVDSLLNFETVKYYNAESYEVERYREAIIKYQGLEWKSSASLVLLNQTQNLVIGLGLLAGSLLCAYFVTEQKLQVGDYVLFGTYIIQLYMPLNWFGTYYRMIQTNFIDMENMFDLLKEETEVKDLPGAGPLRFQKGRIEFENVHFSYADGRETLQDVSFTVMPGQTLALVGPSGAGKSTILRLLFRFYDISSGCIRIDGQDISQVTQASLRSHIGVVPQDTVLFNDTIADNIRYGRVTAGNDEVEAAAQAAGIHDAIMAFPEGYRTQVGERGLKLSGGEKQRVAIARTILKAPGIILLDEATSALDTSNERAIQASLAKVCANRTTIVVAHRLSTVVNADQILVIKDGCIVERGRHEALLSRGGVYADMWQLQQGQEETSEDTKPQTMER
Vif inh: inhibitors of HIV Vif; HEK293T cells, Vif self-association by quenched fluorescence, imaging, 24 h; inhibition, % at 7.49 µM; 0.35% of 340,000 active; in the data active = inhibition above about 50%, passing the limit was not always enough; note: some results filed as inactive read as strong as hits
Glyco luc inh: N-linked glycosylation inhibition. D54 ERlucT glycosylation luciferase reporter, 24 h; percent of 100 nM tunicamycin response. reporter increase, % at 12.5 µM. 0.23% of 360,000 active;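 active = mean luciferase reporter signal, scaled so untreated is 0 and the glycosylation-blocking control 100, at or above a set limit in every replicate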;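 note: luciferase carries N-glycosylation sites so blocking glycosylation raises the light; 0% = median of neutral control wells and 100% = median of 100 nM tunicamycin wells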
CaV13 ICDI inh: Disruptors of the CACNA1D IQ motif to Ca2+-dependent inactivation inhibitor domain association, primary screening, Förster resonance energy transfer in intact living …. 0.098% of 340,000 active. inhibition, % at 12.3 µM. HEK cells, CFP/YFP FRET ICDI-IQ, plate reader, 10 min; percent FRET-ratio fall versus neutral wells;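 active = mean replicate inhibition of at least 30% and at least 1% of replicates passing that level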;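 note: 0% = median of the neutral control wells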
aDG glyco act: increases alpha dystroglycan glycosylation; Pro5-aDG cells, alpha-DG glycosylation AlphaScreen (IIH6); 0% Pro5, 100% B10-LARGE cell signal; activation, % at 10 µM; 0.22% of 360,000 active;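 active = activation of at least 8% versus controls, or a plate z-score of at least 8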;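 note: Pro5 are CHO cells carrying HIG-tagged alpha-DG that lacks glycosylation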
Granule exo inh: blocks lytic granule exocytosis; TALL-104 LAMP-1 surface exposure, flow cytometry; cells stimulated with thapsigargin and PMA; inhibition, % at 10 µM; 0.66% of 360,000 active;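 active = inhibition above about 55%, limit read from the data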
iPSC survival up: enhancers of human iPSC single-cell survival | hiPSC single-cell survival, ATPlite luminescence; 100% = ROCK inhibitor wells, 0% = DMSO | survival enhancement, % at 20 µM | 0.044% of 360,000 active; in the data active = survival enhancement above about 18%;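 note: cells exposed to compounds for 16 hours before the ATP read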
m5-HT2A agonist: agonists of mouse serotonin 5-HT2A receptor (HTR2A). P35363. 0.66% of 360,000 active. activation, % at 7.6 µM. CHO-K1 mHTR2A beta-arrestin complementation, luminescence; percent of 30 µM serotonin response. AID 624169;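 active = activation above a run cutoff, the mean activation of all tested compounds plus 3 SD, cut at about 14% in these data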;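 note: 0% = plate median of compound wells and 100% = 30 µM serotonin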
The depositor's hits bear a star. Rows were taken by chance; any-hit rate near 3.1%.

Screening Cc1ccc(-n2ncc3c2CC(C)(C)CC3NC(=O)c2ccccn2)cc1 (centres undefined) returned PDI turbidity -0.9, H9c2 protect -8.2, ABCB6 inh MLPCN 103.0, Vif inh -4.6, Glyco luc inh -2.3, CaV13 ICDI inh -2.8, aDG glyco act 0.4, Granule exo inh 5.2, iPSC survival up 0.0 and m5-HT2A agonist -1.9.
For C=CCN1CCN(C(c2ccc(OC)c(OC)c2)c2nnnn2C(C)(C)C)CC1 (centres undefined) the results were PDI turbidity -3.4, H9c2 protect 15.7, ABCB6 inh MLPCN 95.0, Vif inh -9.9, Glyco luc inh 1.2, CaV13 ICDI inh -3.0, aDG glyco act 1.0, Granule exo inh 8.3, iPSC survival up 0.3 and m5-HT2A agonist -9.1.
For O=c1[nH]nc(Sc2ccccc2)c(=S)[nH]1 the results were PDI turbidity -4.4, H9c2 protect 2.3, ABCB6 inh MLPCN 95.0, Vif inh -1.1, Glyco luc inh 1.7, CaV13 ICDI inh -7.4, aDG glyco act -0.1, Granule exo inh -4.1, iPSC survival up 0.8 and m5-HT2A agonist -5.1.
CCC(Sc1nc(=O)cc(N)n1CCc1ccccc1)C(=O)Nc1cc(C)on1 (centres undefined) was read as H9c2 protect -7.4, ABCB6 inh MLPCN 97.0, Vif inh -8.8, Glyco luc inh -0.4, CaV13 ICDI inh 9.5, aDG glyco act 0.0, Granule exo inh -3.7, iPSC survival up 0.1 and m5-HT2A agonist -6.4.
For COc1ccc(CCN(C)C(=O)c2cc(S(=O)(=O)N3CCCCCC3)ccc2OC)cc1OC the results were PDI turbidity 6.6, H9c2 protect 2.0, ABCB6 inh MLPCN 91.0, Vif inh 1.5, Glyco luc inh -1.6, CaV13 ICDI inh -2.4, aDG glyco act 0.2, Granule exo inh -6.2, iPSC survival up -0.3 and m5-HT2A agonist -4.7.
CCOc1ccc(NS(=O)(=O)c2c(C)nc3sc(CC)nn3c2=O)cc1 was read as PDI turbidity -4.6, H9c2 protect -8.5, ABCB6 inh MLPCN 99.0, Glyco luc inh 2.9, CaV13 ICDI inh -6.5, aDG glyco act 0.0, Granule exo inh -2.0, iPSC survival up -0.7 and m5-HT2A agonist 1.9.
`Cc1ccccc1OCCCc1c(C)n[nH]c1C` gave PDI turbidity -0.3, H9c2 protect -5.3, ABCB6 inh MLPCN 103.0, Vif inh -2.5, Glyco luc inh -1.9, CaV13 ICDI inh -2.3, aDG glyco act 0.2, Granule exo inh 2.8, iPSC survival up 2.8 and m5-HT2A agonist -1.4.
CCC1(CC)C(=O)NC(=O)NC1=S was read as PDI turbidity 7.9, H9c2 protect 3.0, ABCB6 inh MLPCN 101.0, Vif inh -1.8, Glyco luc inh 0.4, CaV13 ICDI inh -6.6, aDG glyco act 0.0, Granule exo inh 5.7, iPSC survival up 5.8 and m5-HT2A agonist -1.0.
COc1ccccc1N(C)S(=O)(=O)c1ccc(C(=O)Nc2nc(C)cs2)cc1 was read as PDI turbidity 10.2, H9c2 protect 4.3, ABCB6 inh MLPCN 93.0, Vif inh -14.1, Glyco luc inh -4.2, CaV13 ICDI inh -3.7, aDG glyco act -0.3, Granule exo inh -3.5, iPSC survival up -0.2 and m5-HT2A agonist -4.5.
Screening COCCNS(=O)(=O)c1cc(OC)ccc1OC returned PDI turbidity 1.4, H9c2 protect -1.7, ABCB6 inh MLPCN 97.0, Vif inh -20.0, Glyco luc inh 3.9, CaV13 ICDI inh -6.9, aDG glyco act -0.4, Granule exo inh -0.4, iPSC survival up 5.2 and m5-HT2A agonist -3.0.
Screening COC(=O)c1sccc1-c1ccc(/C=N/OC(=O)c2ccccc2)o1 returned PDI turbidity -4.2, H9c2 protect 11.8, ABCB6 inh MLPCN 54.0*, Vif inh -1.2, Glyco luc inh 0.7, CaV13 ICDI inh -5.7, aDG glyco act 0.1, Granule exo inh -2.7, iPSC survival up -1.9 and m5-HT2A agonist 0.3.
COc1cccc(-c2cnc3c(NC=O)cc(-c4ccccc4)cn23)c1 was read as PDI turbidity 0.9, H9c2 protect 5.9, ABCB6 inh MLPCN 104.0, Vif inh 14.2, Glyco luc inh 16.1, CaV13 ICDI inh -5.7, aDG glyco act 0.1, Granule exo inh 96.6*, iPSC survival up -3.3 and m5-HT2A agonist -6.3.
`CCSc1nnc(NC(=O)CSc2nc(CC)nc3c2c(=O)n(C)c(=O)n3C)s1` gave H9c2 protect -11.3, ABCB6 inh MLPCN 96.0, Vif inh -6.8, Glyco luc inh 0.1, CaV13 ICDI inh -3.3, aDG glyco act 0.0, Granule exo inh -3.5, iPSC survival up 0.3 and m5-HT2A agonist 1.7.
For C=CCN(c1ccccc1)S(=O)(=O)c1cccc(C(=O)OCC(=O)NC2CC2)c1 the results were PDI turbidity -5.3, H9c2 protect -1.3, ABCB6 inh MLPCN 97.0, Vif inh 21.0, Glyco luc inh 1.6, CaV13 ICDI inh -5.1, aDG glyco act -0.1, Granule exo inh -4.2, iPSC survival up 1.2 and m5-HT2A agonist -3.5.
CC(C)NC(=O)C1CC(=O)N(CCc2ccc(F)cc2)C1 (centres undefined) was read as PDI turbidity -0.7, H9c2 protect -1.5, ABCB6 inh MLPCN 97.0, Vif inh 3.0, Glyco luc inh -0.8, CaV13 ICDI inh -4.4, aDG glyco act 0.0, Granule exo inh 5.6, iPSC survival up -0.6 and m5-HT2A agonist 3.1.
Screening O=C(c1ccccc1)N(Cc1ccc(F)cc1)C1CCS(=O)(=O)C1 (centres undefined) returned PDI turbidity 2.9, H9c2 protect -5.2, ABCB6 inh MLPCN 100.0, Vif inh -18.4, Glyco luc inh 2.0, CaV13 ICDI inh -8.0, aDG glyco act 0.0, Granule exo inh 1.8, iPSC survival up 0.4 and m5-HT2A agonist -4.0.
Screening Cc1ccc(Cl)c(OCC(=O)N(C)CC(=O)Nc2ccc(N3CCOCC3)cc2)c1 returned PDI turbidity -5.2, H9c2 protect -3.8, ABCB6 inh MLPCN 97.0, Vif inh 15.0, Glyco luc inh 0.0, CaV13 ICDI inh -2.5, aDG glyco act -0.1, Granule exo inh 10.0, iPSC survival up 0.0 and m5-HT2A agonist 0.0.
For COc1cccc(NC(=O)CN2CCc3ccccc3C2)c1 the results were PDI turbidity 5.7, H9c2 protect -2.0, ABCB6 inh MLPCN 95.0, Vif inh -3.7, Glyco luc inh -2.9, CaV13 ICDI inh -4.6, aDG glyco act -0.1, Granule exo inh -8.5, iPSC survival up -0.6 and m5-HT2A agonist 3.4.
COc1ccc(C(=O)CC2OC(=O)c3c2ccc(OC)c3OC)cc1 (centres undefined) was read as PDI turbidity -2.9, H9c2 protect -5.0, ABCB6 inh MLPCN 106.0, Vif inh 11.4, Glyco luc inh 3.8, aDG glyco act 0.1, Granule exo inh 0.9, iPSC survival up -1.2 and m5-HT2A agonist 0.7.
`CC(=O)N(CCN(C)C)c1nc2cc3c(cc2s1)OCCO3` gave PDI turbidity -12.9, H9c2 protect 12.5, ABCB6 inh MLPCN 100.0, Vif inh -7.9, Glyco luc inh 1.1, CaV13 ICDI inh -7.4, aDG glyco act -0.1, Granule exo inh 4.8, iPSC survival up -0.5 and m5-HT2A agonist -0.3.
CN(Cc1ccc(OC(F)F)cc1)C(=O)/C=C/c1ccc(S(=O)(=O)N2CCOCC2)cc1 was read as PDI turbidity -3.9, H9c2 protect -5.3, ABCB6 inh MLPCN 95.0, Vif inh -1.6, Glyco luc inh -1.9, CaV13 ICDI inh -3.4, aDG glyco act 0.5, Granule exo inh 7.5, iPSC survival up 0.5 and m5-HT2A agonist 4.0.
`C=CCOc1c2ccc(C(=O)NCc3ccc(C)cc3)cc2nn1C` gave PDI turbidity -5.0, H9c2 protect 11.9, ABCB6 inh MLPCN 100.0, Vif inh 21.3, Glyco luc inh 2.2, CaV13 ICDI inh -5.5, aDG glyco act 0.3, Granule exo inh -13.0, iPSC survival up -3.7 and m5-HT2A agonist 3.6.
`NC(=O)CC(NC(=O)c1ccccc1)c1ccc(NCCCN2CCCC2=O)c([N+](=O)[O-])c1` (centres undefined) gave PDI turbidity 8.0, H9c2 protect 5.9, ABCB6 inh MLPCN 98.0, Vif inh 1.5, Glyco luc inh -1.5, CaV13 ICDI inh -9.1, aDG glyco act 0.0, Granule exo inh 55.4, iPSC survival up 2.4 and m5-HT2A agonist -0.7.
Screening O=C(O)CCN1C(=O)/C(=C\c2ccc(OCc3ccccc3)c(OCc3ccccc3)c2)SC1=S returned PDI turbidity 4.8, H9c2 protect -6.8, ABCB6 inh MLPCN 105.0, Vif inh -9.2, Glyco luc inh 8.2, CaV13 ICDI inh -5.0, aDG glyco act 0.1, Granule exo inh -3.5, iPSC survival up 0.4 and m5-HT2A agonist 0.0.
`C=CCN(C(=O)Cn1nnc2ccccc21)C(C(=O)NCCOC)c1ccc(OC)cc1OC` (centres undefined) gave PDI turbidity -0.4, H9c2 protect 0.8, ABCB6 inh MLPCN 89.0, Vif inh 0.7, Glyco luc inh -0.2, CaV13 ICDI inh -3.3, aDG glyco act -0.1, Granule exo inh 0.7, iPSC survival up 2.0 and m5-HT2A agonist -4.8.
`CCOC(=O)COn1c(=O)c(-c2ccc(C)cc2)[n+]([O-])c2ccccc21` gave PDI turbidity -4.2, H9c2 protect 5.4, ABCB6 inh MLPCN 96.0, Vif inh 3.8, Glyco luc inh 0.1, CaV13 ICDI inh -4.6, aDG glyco act 0.0, Granule exo inh -8.3, iPSC survival up -0.6 and m5-HT2A agonist -5.3.
Screening O=C(NNC(=O)c1cccc2ccccc12)c1cccc(Cl)c1 returned PDI turbidity 0.2, H9c2 protect -3.0, ABCB6 inh MLPCN 98.0, Vif inh -11.3, Glyco luc inh 0.2, CaV13 ICDI inh -10.6, aDG glyco act 0.1, Granule exo inh 40.6, iPSC survival up -0.9 and m5-HT2A agonist 1.1.
`O=C(c1cc(S(=O)(=O)N2CCOCC2)ccc1Cl)N1CCN(c2ccccn2)CC1` gave PDI turbidity 7.6, H9c2 protect -1.6, ABCB6 inh MLPCN 94.0, Vif inh -2.2, Glyco luc inh 1.5, CaV13 ICDI inh -2.5, aDG glyco act 0.1, Granule exo inh 3.3, iPSC survival up 1.1 and m5-HT2A agonist -1.2.
For COC(=O)CN(c1c(C)cccc1C)S(C)(=O)=O the results were PDI turbidity 2.2, H9c2 protect -4.5, ABCB6 inh MLPCN 105.0, Vif inh 10.8, Glyco luc inh 0.7, CaV13 ICDI inh -8.5, aDG glyco act 0.3, Granule exo inh 0.1, iPSC survival up 0.4 and m5-HT2A agonist 1.7.
For COc1cc(OC)c(C2CC(=O)N3CN(C)CSC3=C2C#N)cc1OC (centres undefined) the results were H9c2 protect 0.4, ABCB6 inh MLPCN 91.0, Vif inh 19.8, Glyco luc inh 2.1, CaV13 ICDI inh 11.6, aDG glyco act -0.1, Granule exo inh -2.0, iPSC survival up 1.3 and m5-HT2A agonist -1.0.
For Cc1ccccc1-c1csc(C(O)c2ccc(F)cc2)n1 (centres undefined) the results were PDI turbidity -11.8, H9c2 protect -10.0, ABCB6 inh MLPCN 94.0, Vif inh 4.6, Glyco luc inh 1.9, CaV13 ICDI inh -4.5, aDG glyco act -0.2, Granule exo inh 1.2, iPSC survival up -1.5 and m5-HT2A agonist -1.7.
